Compound activity (PubChem)
GCN5L2 inh: inhibitors of human GCN5L2 histone acetyltransferase; Q92830; GCN5L2 HAT assay, ThioGlo1 CoA-SH fluorescence; Potency, µM (titrated, usually from 58.9 µM), without a hit: top-dose activity change, negative = inhibition, actives largely listed as inhibitors; actives 0.21% (n = 390,000); AID 504327
Target sequence (Q92830 whole entry, looked up): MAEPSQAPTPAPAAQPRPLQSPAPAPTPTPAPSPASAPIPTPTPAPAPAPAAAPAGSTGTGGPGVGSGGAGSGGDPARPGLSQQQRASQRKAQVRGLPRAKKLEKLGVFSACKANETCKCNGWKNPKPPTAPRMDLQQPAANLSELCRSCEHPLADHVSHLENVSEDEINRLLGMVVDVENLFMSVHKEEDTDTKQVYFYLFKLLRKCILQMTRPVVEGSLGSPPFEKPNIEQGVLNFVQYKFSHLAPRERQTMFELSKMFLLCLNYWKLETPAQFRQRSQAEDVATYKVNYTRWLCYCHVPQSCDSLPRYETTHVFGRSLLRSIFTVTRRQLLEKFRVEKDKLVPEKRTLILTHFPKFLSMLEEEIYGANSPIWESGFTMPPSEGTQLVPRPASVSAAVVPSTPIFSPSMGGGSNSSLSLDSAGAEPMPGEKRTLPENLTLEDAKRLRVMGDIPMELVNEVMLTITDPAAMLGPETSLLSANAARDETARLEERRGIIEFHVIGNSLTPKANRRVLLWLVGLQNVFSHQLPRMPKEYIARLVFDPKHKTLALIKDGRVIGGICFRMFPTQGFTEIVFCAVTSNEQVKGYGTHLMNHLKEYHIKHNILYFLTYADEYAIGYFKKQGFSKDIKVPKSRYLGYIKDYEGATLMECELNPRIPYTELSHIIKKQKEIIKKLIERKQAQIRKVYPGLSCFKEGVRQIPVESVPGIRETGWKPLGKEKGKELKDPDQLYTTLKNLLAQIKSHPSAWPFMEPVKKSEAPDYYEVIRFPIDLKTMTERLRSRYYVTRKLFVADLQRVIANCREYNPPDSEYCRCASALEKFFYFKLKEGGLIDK
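Titration-based screen in which CoA formation is detected via maleimide probe ThioGlo1 (50uM) turning fluorescent on thiol reaction; substrates H3(1-25) 75uM and acetyl-CoA 70uM, GCN5L2 20nM, 20 min incubation at room temperature.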
N370S GC mod: inhibits or activates N370S mutant glucocerebrosidase; N370S GC spleen homogenate, 4MU-glucoside fluorescence; Potency, µM (doses to about 59.4 µM), for inactives: top-dose activity change, negative = inhibition, usual class: inhibitors; P04062; actives 0.092% (n = 330,000);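 note: 0% = full enzyme activity and -100% = no enzyme basal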
FEN1 inhibitor: inhibitors of human flap endonuclease 1 | Potency, µM (series often up to 114 µM), for inactives: at the top dose activity change, negative = inhibition, actives largely listed as inhibitors | AID 588795 | actives 0.35% (n = 390,000) | Recombinant FEN1 flap cleavage, fluorescence, 15 min; note: nearly all actives have a fitted effect of over 65% in size
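FEN1 at 10 nM, compound pretreatment for 15 min (room temperature), 50 nM final substrate to initiate; endpoint reads at 0 and 15 min; DMSO-only plates used as vehicle background.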
* hit, by the source's call; ? = inconclusive; · = not tested or not shown; & = joins results of further samples; [ ] = another dose, or the depositor's remark. Calls come from the whole dose curve; as a rule, active = well fitted curve in the direction sought with a large enough effect; inconclusive = small, poorly fitted or top-dose-only effect, or another doubt; inactive = no such curve, though single readings can be large; an effect the other way counts as inactive or inconclusive. Unless noted, % is set by controls: 0 for no effect and ±100 for the full control effect; potency is the fitted concentration of half-maximal effect.

GCN5L2 inh	N370S GC mod	FEN1 inhibitor	SMILES
0%	-11%	-1%	Cn1c(C(=O)Nc2ccc3c(c2)OCCO3)cc2sccc21
1%	-1%	-7%	CCCNC(=S)N1CCN(c2nc(-c3ccc(C)cc3)cs2)CC1
-8%	-7%	12%	O=[N+]([O-])c1ccc(Cl)cc1NCC1CCCO1 (stereo not drawn)
·	19%[12.8 µM]	-13%	COC(=O)[C@@H]1[C@H](CCc2ccccc2)NC(=O)N(Cc2ccccc2)[C@@H]1C
-5%	12%	-11%	Cc1ccc(-n2c(SCC(=O)NCc3ccco3)nc3c([nH]c4ccccc43)c2=O)cc1
?	0%	22%	O=C(c1ccoc1)N1CCCC(CO)(CCCc2ccccc2)C1 (stereo not drawn)
27%	·	21%	Cc1ccccc1NC(=O)CSc1ncc2c(n1)-c1ccccc1N(C)S2(=O)=O
-10%	0%	14%	CC(=O)c1ccc(NC(=O)C2=CC(c3ccco3)=NS(=O)(=O)N2C)cc1
-5%	-14%	-3%	O=C(CCCCCN1C(=O)c2cccc3cccc(c23)C1=O)NCCO
-19%	0%	4%	COc1ccc(OC)c(C(=O)CSc2nnc(Cc3cccs3)n2C)c1
-23%	-4%	-13%	COc1ccccc1CCNC(=O)C(=O)NCC1OCCCN1S(=O)(=O)c1cc(C)ccc1C (stereo not drawn)
48%[activator]	-1%&-19%	2%&0%	CCCN1CCC(=O)N(CCSc2ccc(NC(C)=O)cc2)CC1
-1%	-3%	-1%	CCNC(=O)c1cc2ccccc2o1
-7%	·	9%	O=C(NCCc1ccc(Cl)cc1)c1ccc2nc(CCc3ccccc3)oc2c1
-12%	6%	-24%	O=C(CCC(=O)c1ccc(Oc2ccccc2)cc1)Nc1ccc(Cl)cc1Cl
-4%	-7%	-4%	COc1cccc(/C=N/NC(=O)C[n+]2ccccc2)c1O
-16%	25%	-16%	COc1cccc(C(C(=O)Nc2ccc(F)cc2)N(C(=O)Cn2nnc3ccccc32)C2CC2)c1 (stereo not drawn)
-6%	-8%	-7%	COc1ccc(CC(=O)Nc2ccc(-c3cn4cccc(C)c4n3)cc2)cc1OC
1%	-2%	3%	Cc1ccc(C(=O)NNC(=O)C(C)Oc2ccc3ccccc3c2)o1 (stereo not drawn)
-1%	1%	5%	O=C(CCC1CCCC1)NC1CCCCC1
-5%	18%	6%	O=C(Cn1nnc(-c2ccccc2)n1)N/N=C/c1cccc([N+](=O)[O-])c1
-15%	·	-12%	O=C(CSc1nc2ccccc2nc1Cc1ccccc1)N1CCCc2ccccc21
-14%	·	-4%	O=C(OCC(=O)N1CCc2ccccc21)c1ccccc1[N+](=O)[O-]
2%	18%	-1%	COc1cc(/C=N/NC(N)=O)ccc1OCC(=O)Nc1cc(C)c(C)cc1Br

2 records picked at random from those above, as already listed:
GCN5L2 inh	N370S GC mod	FEN1 inhibitor	SMILES
-15%	·	-12%	O=C(CSc1nc2ccccc2nc1Cc1ccccc1)N1CCCc2ccccc21
1%	-1%	-7%	CCCNC(=S)N1CCN(c2nc(-c3ccc(C)cc3)cs2)CC1

(listing goes on)
GCN5L2 inh	N370S GC mod	FEN1 inhibitor	SMILES
1%	-25%	5%	CCOC(=O)CSc1nnc(CNC(=O)c2cccs2)n1-c1cc(C)ccc1C
-14%	-5%	-26%	COc1ccc(Cl)c2c1[nH]c1nc(SCc3ccccn3)nnc12
2%	·	-1%	O=C(CNS(=O)(=O)c1cccc(F)c1)OCC(=O)N1CCCC1=O
-4%	·	6%	Cc1ccc(C(=O)NCC(=O)NCC(c2cccs2)N2CCOCC2)cc1 (stereo not drawn)
-6%	·	-4%	Cc1cc(C)n2nc(C(=O)OCC(=O)NCc3ccc(Cl)cc3)nc2n1
-2%	1%	·	C[C@@H]1C=CC(=O)O[C@@H]1c1ccc(C(F)(F)F)cc1
-5%	7%	-4%	COc1ccccc1N1C(=O)CCC1(C#N)c1ccc(Br)cc1 (stereo not drawn)
-3%	-3%	-7%	COc1ccc(-c2nc3c([nH]2)c(=O)n(C)c(=O)n3C)c(OC)c1
-29%	?	-1%	O=S(=O)(c1cccs1)N1CN(Cc2ccc(F)cc2)c2nc3ccccc3nc21
-13%	·	4%	O=c1c(N2CCc3ccccc3C2)csc2ccc(F)cc12
-9%	4%	-3%	O=C1CCC([N+](=O)[O-])C(c2ccccc2Br)N1 (stereo not drawn)
-1%	-6%	·	NCCc1cnc(-c2cccc(C(F)(F)F)c2)[nH]1
4%	4%	0%	CCCC(=O)c1cc2c(cc1NC(=O)c1cccs1)OCCO2
0%	-2%	-1%	CCOc1ccc(CCNC(=O)CN2C(=O)NC3(CCCCC3)C2=O)cc1OCC
-6%	·	-4%	CCc1ccc(NC(=O)Cn2c(=O)n(CCCC(=O)NCCc3ccc(OC)c(OC)c3)c(=O)c3ccccc32)cc1
-8%	11%	-3%	Nc1nonc1-c1noc(CCCCCN2C(=O)c3ccccc3C2=O)n1
-14%	9%	-11%	CS(=O)(=O)c1ccccc1COC(=O)Nc1ccc(Cl)cc1
-4%	-6%	2%	O=C(CSc1nc2ccc([N+](=O)[O-])cc2s1)NC1CCS(=O)(=O)C1 (stereo not drawn)
-2%	·	-12%	COc1ccccc1NC(=O)COC(=O)CNC(=O)C1CCCCC1
-11%	-6%	1%	O=S(=O)(c1ccc(Cl)cc1)c1nc(-c2ccco2)oc1N1CCCCC1
-1%	·	0%	O=C(COC(=O)c1ccc(Br)o1)Nc1ccc2c(c1)OCCO2
-1%	2%	1%	Cc1ccc(NC(=O)CCNC(=O)c2ccc(Br)cc2)cc1S(=O)(=O)N1CCOCC1
-15%	·	-3%	CCc1ccc(-c2nc3c(c(SCc4ccc(F)cc4)n2)Cc2c(CO)cnc(C)c2O3)cc1
-2%	-19%	7%	COC(=O)c1sc2ccccc2c1NC(=O)c1coc2ccccc2c1=O
-1%	-8%	4%	COc1ccc(CCC(=O)NC(C)C2CCCO2)cc1 (stereo not drawn)
-11%	1%	17%	O=C(O)C1CCC(=O)N1C(=O)OCc1ccccc1 (stereo not drawn)
0%	-5%	19%	COc1cccc(NC(=O)NNC(=O)CCc2ccc(O)c(O)c2)c1
-1%	0%	9%	CCc1ccccc1NC(=S)N(CCc1ccncc1)C(C)C
-6%	-20%	-3%	Cc1ccc(S(=O)(=O)N2CCN(CC(=O)NC(C)c3ccccc3)CC2)cc1 (stereo not drawn)
-6%	11%	-1%	COc1cccc(OC(=O)N2CCOCC2)c1
-8%	6%	-6%	COC(=O)C1=C(C)N(Cc2ccc(OC)cc2)C(=O)C1
-11%	·	-11%	CCc1ccc(-n2c(CCC(=O)O)ccc2-c2cccs2)cc1
-13%	·	-12%	COc1ccccc1Cc1nc2ccccc2nc1SCC(=O)NCCc1ccccc1
-1%	·	0%	CCN(CC)CCCNC(=O)c1c(C)oc2ncn(CC(C)C)c(=O)c12
-8%	-1%	?	CCn1c(=O)c(C(=O)Nc2ncccc2O)c(O)c2ccccc21
-4%	25%	-18%	COC(=O)c1c(NC(=O)c2cccs2)sc2c1CCC(C)C2 (stereo not drawn)

Ordered by value in FEN1 inhibitor (descending): 4 of the compounds above.
GCN5L2 inh	N370S GC mod	FEN1 inhibitor	SMILES
0%	-5%	19%	COc1cccc(NC(=O)NNC(=O)CCc2ccc(O)c(O)c2)c1
-1%	0%	9%	CCc1ccccc1NC(=S)N(CCc1ccncc1)C(C)C
-6%	-20%	-3%	Cc1ccc(S(=O)(=O)N2CCN(CC(=O)NC(C)c3ccccc3)CC2)cc1 (stereo not drawn)
-8%	6%	-6%	COC(=O)C1=C(C)N(Cc2ccc(OC)cc2)C(=O)C1

Single entries from the results shown:
`Cc1ccc(S(=O)(=O)N2CCN(CC(=O)NC(C)c3ccccc3)CC2)cc1` (stereo not drawn) in FEN1 inhibitor reads -3%
`COC(=O)C1=C(C)N(Cc2ccc(OC)cc2)C(=O)C1` in FEN1 inhibitor reads -6%
`COc1ccccc1Cc1nc2ccccc2nc1SCC(=O)NCCc1ccccc1` in GCN5L2 inh reads -13%
`COc1cccc(OC(=O)N2CCOCC2)c1` in GCN5L2 inh reads -6%
`COC(=O)c1c(NC(=O)c2cccs2)sc2c1CCC(C)C2` (stereo not drawn) in FEN1 inhibitor reads -18%
`CCN(CC)CCCNC(=O)c1c(C)oc2ncn(CC(C)C)c(=O)c12` in FEN1 inhibitor reads 0%

(more compounds)
GCN5L2 inh	N370S GC mod	FEN1 inhibitor	SMILES
0%	25%	7%	Cc1ccc(NC(=O)CCOc2ccccc2C)cc1F
-3%	-4%	-3%	O=C(CS(=O)(=O)c1ccccc1)Nc1nc(-c2ccccc2)cs1
-7%	?	-2%	CCOc1ccccc1OCCCCCc1c(C)n[nH]c1C
-3%	-1%	-19%	CCOc1ccccc1OCC(=O)Nc1ccc(OC)c(S(=O)(=O)N2CCCCC2)c1
-4%	-8%	-9%	Cc1nc(C(C)NC(=O)c2cc(COc3ccc(F)c(F)c3)on2)cs1 (stereo not drawn)
-23%	-21%	-19%	COc1ccc(-n2nc(C(=O)NCC(=O)N3CCN(Cc4ccccc4)CC3)c3ccccc3c2=O)cc1OC
3%	21%	-2%	CCN1CCN(CCCNC(=O)c2ccccc2NC(=O)C2=C(C)OCCS2)CC1
0%	-1%	-9%	O=C(CN1CCN(S(=O)(=O)c2ccc(Br)cc2)CC1)N/N=C/c1cccs1
-11%	-27%	·	COc1cccc(-c2ccc3ncnc(NCCN4CCOCC4)c3c2)c1
3%	-20%	17%	COc1ccc(CNC(=O)[C@H](C)NC(=O)C2CCN(C(=O)[C@@H](N)Cc3ccccc3)CC2)cc1
-15%	3%	15%	O=C(Nc1nnc(C2CC2)s1)C1Cc2ccccc2CN1C(=O)c1ccco1 (stereo not drawn)
0%	-17%	4%	CCc1c(C(=O)Nc2ccncc2)csc1C
-3%	4%	3%	Cc1nn(Cc2nnc(SCC(=O)Nc3ccc(Cl)cc3)n2C)c(C)c1[N+](=O)[O-]
-12%	·	-15%	Cc1cccc(C(=O)OCC(=O)N(C)C(c2ccccc2)c2ccccc2)c1[N+](=O)[O-]
0%	6%	-2%	COc1ccc(/C=C(\NC(=O)c2ccc([N+](=O)[O-])cc2)C(=O)N2CCOCC2)cc1
1%	-9%	8%	O=C(NCc1ccccc1)C1C2C=CC3(CN(Cc4cccnc4)C(=O)C13)O2 (stereo not drawn)
2%	9%	-10%	COc1ccc(S(=O)(=O)Nc2nncs2)cc1
-8%	-12%	18%	CCCCc1nnc(NC(=O)CSCc2cc(=O)n3c(C)csc3n2)s1
-4%	·	-17%	Cc1c2cnn(-c3ccccc3)c(=O)c2c(C)n1C(C)C(=O)NCc1cccc(Br)c1 (stereo not drawn)
-9%	0%	-6%	COc1ccccc1/C=C/C(=O)Nc1cccc(C(C)=O)c1
2%	4%	-2%	CCOc1ccc(CCNC(=O)COC(=O)c2ccc(Cl)nc2)cc1OCC
-5%	-11%	-3%	O=[N+]([O-])c1cccc(C(=NCc2ccccc2)NO)c1
-4%	·	-21%	O=C(NCc1ccccc1Cl)c1cc2c(s1)-c1ccccc1SC2
-1%	3%	-6%	CC(=O)c1cc(C(=O)N2CCCC(C(=O)c3ccc(Cl)cc3)C2)cs1 (stereo not drawn)
-6%	-10%	6%	CC(=O)N=C1SC2CS(=O)(=O)CC2N1c1c(Cl)cccc1Cl (stereo not drawn)
-2%	-19%	4%	CC1(CCc2ccc3c(c2)OCO3)NCCc2c1[nH]c1ccccc21 (stereo not drawn)
6%	·	2%	Cc1ccc(C)c(S(=O)(=O)NCC(c2ccc(N(C)C)cc2)N2CCOCC2)c1 (stereo not drawn)
-7%	-6%	-3%	COc1cc(-c2nnc(SCC(=O)Nc3ccc4c(c3)OCCO4)o2)cc(OC)c1OC
2%	-7%	3%	O=c1[nH]ncc(N2CCCCCC2)c1Cl
-14%	-13%	-3%	Cc1ccc(NC(=O)c2ccc(CNS(=O)(=O)c3cccc(C(F)(F)F)c3)cc2)cc1
15%	7%	-2%	COc1ccc(CCN2C(=O)C3C4C=CC(C5CC45)C3C2=O)cc1OC (stereo not drawn)
-2%	7%	-17%	COc1cc(Br)cc2cc(C(=O)N3CCN(c4ccccn4)CC3)c(=O)oc12
-19%	-9%	19%	O=C(CSc1ncn[nH]1)Nc1ccnc2ccccc12

The list is partial; rates above refer to the full screens.
